From PubChem BioAssay
12-LOX inh – ALOX12 (human) lipoxygenase inhibition; P18054; purified 12hLO, xylenol orange hydroperoxide absorbance; Potency, µM (top dose mostly 108 µM), for the others: top-dose activity change, negative = inhibition, actives largely listed as inhibitors; actives 1.1% (n = 580,000); AID 1671190; active = well fitted inhibition curve with a large enough effect; inconclusive = small, poorly fitted or top-dose-only effect, or another doubt; inactive = no such curve, though single readings can be large or run the other way
Target sequence (P18054 whole entry, looked up): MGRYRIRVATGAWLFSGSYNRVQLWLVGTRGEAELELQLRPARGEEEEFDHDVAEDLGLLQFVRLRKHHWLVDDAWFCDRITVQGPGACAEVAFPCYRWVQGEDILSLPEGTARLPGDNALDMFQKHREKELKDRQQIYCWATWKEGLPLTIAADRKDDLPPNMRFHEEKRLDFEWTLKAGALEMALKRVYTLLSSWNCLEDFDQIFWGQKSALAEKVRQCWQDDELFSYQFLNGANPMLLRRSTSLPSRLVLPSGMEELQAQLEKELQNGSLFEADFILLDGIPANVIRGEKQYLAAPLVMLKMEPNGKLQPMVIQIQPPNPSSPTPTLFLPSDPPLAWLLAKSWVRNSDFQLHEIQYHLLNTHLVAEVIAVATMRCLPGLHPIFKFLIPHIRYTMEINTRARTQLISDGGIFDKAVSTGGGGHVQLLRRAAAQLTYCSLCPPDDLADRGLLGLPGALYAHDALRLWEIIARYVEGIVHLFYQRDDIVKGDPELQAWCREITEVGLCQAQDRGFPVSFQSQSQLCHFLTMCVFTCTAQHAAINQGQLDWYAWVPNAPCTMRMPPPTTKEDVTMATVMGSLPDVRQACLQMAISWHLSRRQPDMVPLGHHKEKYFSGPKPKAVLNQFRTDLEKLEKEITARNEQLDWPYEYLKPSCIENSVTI
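Purified human 12hLO (150 nM final) in 25 mM Hepes, 0.01% Triton X-100, pH 7.0 was preincubated 15 min at room temperature with compound. Then 40 uM arachidonic acid was added, 30 min. Hydroperoxide was read by Fe-XO absorbance ratio 573/405 nm.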
Numbers without * were called inactive; [ ] = remark or other dose. % is set by controls: 0 for no effect and ±100 for the full control effect; potency is the fitted concentration of half-maximal effect. A portion of the library; the hit share may differ from the screen's.

For Cc1ccc2nc(C)c(C(=O)/C=C/c3ccccc3C)c(-c3ccccc3)c2c1 the results were 12-LOX inh inconclusive.
`CCc1cc(C(=O)NNC(=S)NC(=O)c2ccccc2)cs1` gave 12-LOX inh 40µM*.
Screening COc1ccc(-c2csc(-c3cc4c([nH]c3=O)CC(c3ccco3)CC4=O)n2)cc1F (stereo not given) returned 12-LOX inh inconclusive.
For O=C(NCc1ccncc1)NCC1(c2ccccc2)CC1 the results were 12-LOX inh -2%.
Screening COc1ccc(/C=C/C(=O)c2ccc(C#N)cc2)cc1Br returned 12-LOX inh inconclusive.
For O=C(c1nnc(CN2CCN(c3ccccn3)CC2)n1Cc1ccccc1)N1CCC[C@@H]1c1ccc(Br)cc1 the results were 12-LOX inh 2%.
Screening c1ccc2c(C3OCC4(CCCCC4)CO3)cccc2c1 returned 12-LOX inh 14%.
COc1ncccc1CNC(=O)Nc1nnc(C)s1 was read as 12-LOX inh 42%[activator].
Screening CC(C)(C)c1noc(CN2CCN(C(=O)c3ccco3)CC2)n1 returned 12-LOX inh -2%.
Screening O=C(COc1ccc(Cl)cc1Br)OCC(=O)c1ccc(-c2ccccc2)cc1 returned 12-LOX inh 5%.
Screening COc1ccc2c(CCNC(=O)C3CCN(c4nc(Cl)nc5nc[nH]c45)CC3)c[nH]c2c1 returned 12-LOX inh inconclusive.
Screening Cc1cn2nc(-c3nc(C4CCCN(C(=O)Cc5ccsc5)C4)no3)cc2c(=O)[nH]1 (stereo not given) returned 12-LOX inh 43%[activator].
For CCCCC[C@H](C)N1C[C@@H](COCc2ccccc2)Oc2cc(N3CCC[C@H]3CO)ccc2S1(=O)=O the results were 12-LOX inh 0%.
COCCCNC(=O)[C@H](Cc1ccccc1)NC(=O)CC[C@H]1O[C@@H](n2ccc(=O)[nH]c2=O)[C@H](O)[C@@H]1O was read as 12-LOX inh inconclusive.
Screening CS(=O)(=O)c1ccc(OCC2(CNCc3ccc(F)c(F)c3)C[C@@H](O)[C@@H](O)C2)cc1 (stereo not given in full) returned 12-LOX inh 29%.
Screening Cc1ncc2c(c1CNC(=O)c1ccc3c(c1)OCO3)CCN(C(=O)c1noc3c1CCCC3)C2 returned 12-LOX inh 10%.
For CCCOc1c(Br)cc(/C=C(/C#N)C(=O)OCC)cc1OC the results were 12-LOX inh inconclusive.
For CCC(=O)Nc1sc(C)c(CC)c1C(=O)O the results were 12-LOX inh inconclusive.
`O=C1[C@@H]2C[C@@H](CN2Cc2ccc3c(c2)OCO3)Oc2ccccc2N1Cc1ccccn1` gave 12-LOX inh 19%[176 µM].
COc1ccc(OC)c(CN2CCN(Cc3ccc(C(F)(F)F)cc3)CC2)c1 was read as 12-LOX inh inconclusive.
`CCCNC(=O)N[C@@H]1C=C(C(=O)N[C@@H](Cc2ccc(OC)cc2)C(N)=O)C[C@@H](O)[C@@H]1O` gave 12-LOX inh -6%[176 µM].
For O=C(Oc1ccc(Cl)cc1)c1cc2ccccc2oc1=O the results were 12-LOX inh inconclusive.
Screening Cn1nc(C(=O)N2C[C@@H](CO)[C@H](c3ccncc3)C2)c2ccccc21 returned 12-LOX inh 25%.
Screening Cc1ccc(CN2C(=O)CSCC2(C)C(=O)NC(C)C)cc1 (stereo not given) returned 12-LOX inh 2%.
CC(C)(C)CC(C)(C)NC(=O)CCNC(=O)c1ccccc1 was read as 12-LOX inh 6%.
For CCCS(=O)(=O)NC(=O)C1(C)CCN(C(=O)c2cc(OC)c(OC)c(OC)c2)C1 (stereo not given) the results were 12-LOX inh -2%.
`COc1ccc(C(NC(=O)c2oc3ccc(F)cc3c2C)c2nccn2C)cc1` (stereo not given) gave 12-LOX inh -4%.
O=C(CN1CCN(C(=O)c2cc3c(s2)CN(C2CCCC2)C3)CC1)N1CCCC1 was read as 12-LOX inh 249%[activator].
CCc1ccc(C(O)c2ncc(-c3ccc(Cl)cc3)[nH]2)cc1 (stereo not given) was read as 12-LOX inh -2%.
For O=C(Nc1cccc(Cl)c1)C1CCCN1c1nc2ncccc2o1 (stereo not given) the results were 12-LOX inh -3%.
Screening C#CCNC(=O)C1CN(c2cccc(OC)c2)C(=O)N1 (stereo not given) returned 12-LOX inh 4%[176 µM].
For CCOC1=C2[C@H](c3cccc(Cl)c3)N(S(=O)(=O)c3ccc(C)cc3)C[C@H]2n2c(=O)n(-c3ccccc3)c(=O)n2C1 the results were 12-LOX inh inconclusive.
`O=C(Cn1ccnc1)N1CCc2c(n(CCOc3ccccc3)n(-c3ccccc3)c2=O)C1` gave 12-LOX inh 11%.
For CCOCCCNCc1ccc(C(=O)O)cc1 the results were 12-LOX inh inconclusive.
COc1ccc(C(=O)NCCc2c[nH]c3ccccc23)c(F)c1 was read as 12-LOX inh inconclusive.
Screening COc1ccc(NC(=O)CC2CCOCC2)c(C)c1 returned 12-LOX inh 14%.
`Cn1cnc(S(=O)(=O)N2CCCC(Cc3noc(-c4cccnc4)n3)C2)c1` (stereo not given) gave 12-LOX inh inconclusive.
Screening O=C(/C=C(\Nc1cccc(C(F)(F)F)c1)c1ccccc1)c1ccccc1 returned 12-LOX inh -11%.
For O=C1N[C@@H](Cc2c[nH]c3ccccc23)C(=O)N2CCN(C(=O)c3cccnc3)C[C@@H]12 the results were 12-LOX inh 6%[176 µM].
Screening CN(C)C(=O)CCC(=O)NCC1Cc2cccc(-c3ccccc3C(F)(F)F)c2O1 (stereo not given) returned 12-LOX inh -16%.
For CC(C)Oc1ccccc1CN1CCC2(CC1)CN(c1ncccn1)CC2CO (stereo not given) the results were 12-LOX inh 78%[activator].
`CCn1c(=O)c2ccccc2n(CC(=O)Nc2ccccc2C(F)(F)F)c1=O` gave 12-LOX inh 1%.
COc1ccc(C(=O)N2CCC(N3CCCOC3=O)CC2)cc1 was read as 12-LOX inh 9%[6.33 µM].
For C/C(=N/Nc1ccc(F)cc1F)c1cc(Cl)ccc1Cl the results were 12-LOX inh inconclusive.
`CCNC(=O)c1cccnc1OC1CCN(C(=O)c2cccc(C)c2)C1` (stereo not given) gave 12-LOX inh 15%.
COCCN(CCOC)C(=O)c1cc(Cl)ccc1F was read as 12-LOX inh 31%[activator].
For COc1ccccc1NC(=O)Nc1ccnn1C1CCN(C(=O)CN)CC1 the results were 12-LOX inh 11%.
For O=C(N[C@H](c1cccs1)C1CC(O)C1)C1CCN(C2CCOCC2)CC1 (stereo not given in full) the results were 12-LOX inh 36%[activator].

Taken from above (2 entries):
`Cn1cnc(S(=O)(=O)N2CCCC(Cc3noc(-c4cccnc4)n3)C2)c1` (stereo not given) gave 12-LOX inh inconclusive.
Screening O=C(/C=C(\Nc1cccc(C(F)(F)F)c1)c1ccccc1)c1ccccc1 returned 12-LOX inh -11%.

Next section:
Cc1cccc(NS(=O)(=O)c2c(C)nn(C)c2C)c1C was read as 12-LOX inh 1%.
`O=C(O)C1CCN(C(=O)Cn2ccc3c(Cl)cccc32)CC1` gave 12-LOX inh -26%.
For CCOc1cc(C(=O)OCC(=O)NC(=O)NC(C)(C)C)cc(OCC)c1OCC the results were 12-LOX inh 2%.
COc1cccc(NC(C)c2nc3scc(-c4cccs4)c3c(=O)[nH]2)c1 (stereo not given) was read as 12-LOX inh 13%.
For COc1ccc2nc(N(CCN(C)C)C(=O)c3ccc4ncsc4c3)sc2c1 the results were 12-LOX inh inconclusive.
Screening Cc1ccc(CN(C)C(=O)Cc2cccc3cccnc23)c(C)c1 returned 12-LOX inh -26%.
`C=CCN(c1ccccc1OC)S(=O)(=O)c1ccc(Cl)c(C(=O)NCc2ccco2)c1` gave 12-LOX inh -11%.
For CC1CCN([C@@H]2[C@H](O)[C@H](CO)O[C@@H]2CNC(=O)N2CCOCC2)CC1 the results were 12-LOX inh -9%[176 µM].
For COc1cccc(Nc2nccc3[nH]c(-c4cccc(F)c4)cc23)c1 the results were 12-LOX inh -27%.
`COCC(=O)N[C@H]1CC[C@]2(C)CC[C@@H]([C@H](C)C(=O)N3CCCCC3)[C@H](O)[C@H]2[C@@H]1C` gave 12-LOX inh 17%[176 µM].
Cc1sc2ncnc(N3CCOCC3)c2c1-c1ccc(F)cc1 was read as 12-LOX inh 19%.
For COc1cccc(CCC(=O)N2CCC3(CC2)N=C(c2cccc(Br)c2)NO3)c1 the results were 12-LOX inh -9%.
For C=CCNc1c(O)cc2c(O)c1C[C@@H](C)C[C@H](OC)[C@@H](O)[C@@H](C)C=C(C)[C@H](OC(N)=O)[C@@H](OC)C=CC=C(C)C(=O)N2 the results were 12-LOX inh inconclusive.
Screening Cc1ccc(-c2cc3c(=O)n(CCNC(=O)c4ccccc4F)ccn3n2)c(C)c1 returned 12-LOX inh 46%[activator].
For COC(=O)[C@@H]1Cc2ncn(C)c2CN1S(=O)(=O)c1ccc(C)cc1 the results were 12-LOX inh inconclusive.
Screening COc1cccc(CCNC(=O)c2cc(COc3cccc(OC)c3)on2)c1 returned 12-LOX inh 9%.
For O=C1[C@@H]2C[C@@H](O)CN2C2(CN(Cc3ccccn3)C2)C(=O)N1Cc1ccccc1 the results were 12-LOX inh 114%[activator][176 µM].
COCCCn1cc(CN2CC(N3CCN(Cc4cccc(C)c4)CC3)CS2(=O)=O)nn1 (stereo not given) was read as 12-LOX inh 11µM*.
For CC(=O)N1CCC(N2C[C@@H]3C[C@H]2C(=O)N(Cc2ccccn2)c2ccccc2O3)CC1 the results were 12-LOX inh 15%[176 µM].
COCc1c(C(=O)N2CCN(C(C)C)CC2)cnn1-c1nccc(-c2cc(C)sc2C)n1 was read as 12-LOX inh 15%.
`O[C@@H]1C[C@@H](c2nc(-c3cnccn3)no2)N(Cc2ccc(-c3ccccn3)cc2)C1` gave 12-LOX inh 35%[activator][176 µM].
Screening Cc1cc(C(=O)N2CCN(S(=O)(=O)c3ccccc3)CC2)c(C)n1C(C)C returned 12-LOX inh 5%.
Screening CN(C)C(=O)c1nc(-c2ccc(Cl)cc2Cl)c2cnccn12 returned 12-LOX inh inconclusive.
Screening CCN(CC)S(=O)(=O)c1cc(NC(=O)CN2c3cccc4cccc(c34)S2(=O)=O)ccc1C returned 12-LOX inh 0%.
`OCC1(CN2CCCC2)CCN(Cc2cnn(-c3ccccc3)c2)CC1` gave 12-LOX inh 13%.
Screening COc1ccc(C2CC(c3ccsc3)=NN2C(=O)CCC(=O)O)cc1OC (stereo not given) returned 12-LOX inh -12%.
CCOC(=O)COc1ccc(F)cc1C(=O)c1ccn2nc(-c3ccc(OC)cc3)cc2n1 was read as 12-LOX inh -11%.
Screening CCC(COC)NC(=O)c1c(C)noc1-c1cc(OC)c(OC)c(OC)c1 (stereo not given) returned 12-LOX inh 36%[activator].
For COc1ccccc1N1C(=O)CN(S(=O)(=O)c2ccccc2)CC1(C)C(=O)NCCC(C)C (stereo not given) the results were 12-LOX inh 18%.
For COCc1noc([C@@H]2CN(Cc3cccc(F)c3)C[C@H]2COC)n1 the results were 12-LOX inh 24%.
For O=[N+]([O-])c1ccc(-c2csc(Nc3cccc4ccccc34)n2)cc1 the results were 12-LOX inh -5%.
`CC(=O)NS(=O)(=O)c1ccc(NC(=O)C(C)Oc2cccc(Cl)c2)cc1` (stereo not given) gave 12-LOX inh 13%.
O=C(Nc1ccsc1)N[C@H]1C[C@H]2C(=O)NC[C@@H](CCC(=O)N3CCOCC3)N2C1 was read as 12-LOX inh 27%[176 µM].
For COc1ccccc1C(=O)Nc1ccc(C(O)[C@H]2COCC(=O)N2)cc1 (stereo not given in full) the results were 12-LOX inh 3%[176 µM].
`COc1ccccc1NC(=O)c1ccc(NC(=O)c2nn(C)c(=O)c3ccccc23)cc1` gave 12-LOX inh 7%.
`COc1cccc(NC(=O)C(Sc2nnc(-c3ccco3)n2C)c2ccccc2)c1` (stereo not given) gave 12-LOX inh inconclusive.
CCn1c(C2CCCN(C(=O)NC(C)C)C2)nn(C)c1=O (stereo not given) was read as 12-LOX inh 29%.
CCN1CCN(Cc2nc3c(c(=O)n(C)c(=O)n3C)n2Cc2ccc(F)cc2)CC1 was read as 12-LOX inh -28%.
COc1ccc(OC)c(S(=O)(=O)N2CC(N(C3CCOCC3)S(C)(=O)=O)C2)c1 was read as 12-LOX inh 8%.
For O=C(CCS(=O)(=O)c1ccc2c(c1)OCCO2)Nc1ccc(SC(F)F)cc1 the results were 12-LOX inh -5%.
`COC(=O)c1ccc(Oc2c(C)oc3cc(OCc4ccc(F)cc4)ccc3c2=O)cc1` gave 12-LOX inh 9%.

Filtered by structure: the compounds so far with a thiophene ring, fused or not.
`CCc1cc(C(=O)NNC(=S)NC(=O)c2ccccc2)cs1` gave 12-LOX inh 40µM*.
Screening Cc1cn2nc(-c3nc(C4CCCN(C(=O)Cc5ccsc5)C4)no3)cc2c(=O)[nH]1 (stereo not given) returned 12-LOX inh 43%[activator].
For CCC(=O)Nc1sc(C)c(CC)c1C(=O)O the results were 12-LOX inh inconclusive.
O=C(CN1CCN(C(=O)c2cc3c(s2)CN(C2CCCC2)C3)CC1)N1CCCC1 was read as 12-LOX inh 249%[activator].
For O=C(N[C@H](c1cccs1)C1CC(O)C1)C1CCN(C2CCOCC2)CC1 (stereo not given in full) the results were 12-LOX inh 36%[activator].
COc1cccc(NC(C)c2nc3scc(-c4cccs4)c3c(=O)[nH]2)c1 (stereo not given) was read as 12-LOX inh 13%.
Cc1sc2ncnc(N3CCOCC3)c2c1-c1ccc(F)cc1 was read as 12-LOX inh 19%.
COCc1c(C(=O)N2CCN(C(C)C)CC2)cnn1-c1nccc(-c2cc(C)sc2C)n1 was read as 12-LOX inh 15%.
Screening COc1ccc(C2CC(c3ccsc3)=NN2C(=O)CCC(=O)O)cc1OC (stereo not given) returned 12-LOX inh -12%.
O=C(Nc1ccsc1)N[C@H]1C[C@H]2C(=O)NC[C@@H](CCC(=O)N3CCOCC3)N2C1 was read as 12-LOX inh 27%[176 µM].
